# Assay outcomes (PubChem BioAssay)
# PGC1a acetyl inh: PGC1a acetylation modulation, inhibitor mode | inhibition, % at 15.6 µM | 350,000 compounds, 0.17% hits | U2OS PGC1a acetylation, AlphaScreen anti-acetyl-lysine; with virally co-expressed GCN5 acetyltransferase;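 active = every replicate shows inhibition of at least 40%; inconclusive = mean inhibition at least 40% but some replicate below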;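 note: 0% = neutral control wells and 100% = positive control wells; some results beyond the cut were filed as inactive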
# CFTR F508del cor: correctors of CFTR F508del function in bronchial epithelial cells | CFBE cells, YFP halide quenching; stimulated with forskolin plus potentiator P3; % fluorescence drop versus neutral controls | activity (quench increase), % at 7.58 µM | 350,000 compounds, 0.36% hits;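 active = mean added fluorescence quench of at least 8% versus neutral control, with both replicates also reaching 8%; inconclusive = only one of the mean or replicate conditions met; inactive = mean below 8% and not both replicates reaching 8%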;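 note: cells transiently co-express mutant CFTR-F508del with the halide-sensitive YFP; corrector assay measuring rescue of mutant channel to the surface after 24 h compound exposure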
# PglD inh: blocks C. jejuni PglD acetyltransferase activity; purified PglD enzyme, DTNB colorimetric CoA detection; inhibition, % at 12.5 µM; 360,000 compounds, 0.098% hits; AID 602405; in the data active = inhibition above about 16%, passing the limit was not always enough; inconclusive = no clear call, values can overlap the other calls; note: strong numbers were not always called active
# INS-1E GSIS act: primary screen for activators of insulin secretion dependent on glucose, INS-1E cells, GLuc reporter luminescence | activation, % at 16.6 µM | 370,000 compounds, 0.61% hits | AID 743287 | INS-1E GLuc reporter insulin secretion, 2-3 h;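 active = lowest replicate activation of at least 40%, so every replicate reaches that level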;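 note: 0% = median of neutral control wells and 100% = median of IBMX positive control wells; some compounds called inactive have numbers as strong as hits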
# C2C12 statin: suppressors of simvastatin-induced myotoxicity in C2C12 myotubes. rescue of ATP level, % at 7.49 µM. 330,000 compounds, 0.78% hits. AID 602340. ATP luminescence, 48 h; scaled: DMSO 0, geranylgeraniol control 100;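 active = mean ATP rescue above about 67%, or every replicate alone reaching that limit, limit read from the data, passing the limit was not always enough; inconclusive = no clear call, values can overlap the other calls; inactive = mean under the limit and some replicate under it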;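 note: myotubes were challenged with 10 µM simvastatin during compound exposure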
# Cneo AK release: Cryptococcus neoformans lysis via adenylate kinase release; C. neoformans lysis, adenylate kinase release luminescence, 4 h; normalised: neutral wells 0, clomiphene wells 100; lysis activity, % at 15 µM; 360,000 compounds, 0.2% hits; AID 651654;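 active = mean lysis activity across replicates of at least 80%, whatever share of replicates individually reach that level; inactive = mean lysis activity below 80%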
#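 Assay system: log-phase C. neoformans yeast / Quantity: yeast cell density of 5 × 10^6 cells/mL / Medium: fresh YPD growth medium / Compound: single dose / Timing: static 4 h at 37 °C with compound, 1 h detection / Measured by: adenylate kinase release luminescence / Read-out: lysis from increased AK signal / Benchmarks: Clomiphene as positive lysis control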
# miR-122 sensor: blocks miR-122 activity in Huh7 sensor cells; Huh7 miR-122 Renilla luciferase sensor, 48 h; neutral wells = 0, positive control = 100; AID 602342; activation (reporter increase), % at 12.5 µM; 340,000 compounds, 0.3% hits;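 active = mean replicate activation score at least 90 and every replicate individually at or above 90; inconclusive = only one of the two criteria met; inactive = neither criterion met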;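 note: higher luciferase means less miR-122 activity so hits act as miR-122 inhibitors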
# FN deposit inh: fibronectin deposition inhibition; AID 743247; inhibition, % at 12.6 µM; AH1F fibroblasts, Alexa488-fibronectin deposition fluorescence, overnight; 350,000 compounds, 0.086% hits;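 active = mean inhibition across replicates of 30% or more, regardless of how many single replicates reach that level; inconclusive = mean under 30% yet at least half of replicates reach 30%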;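 note: positive control wells lacked labelled fibronectin entirely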
#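 Test system: AH1F fibroblast monolayer depositing Alexa488-labelled fibronectin into matrix. Input: 10000 cells per well. Technique: fluorescence, ex 485 nm, em 525 nm. Buffer or medium: DMEM plus 2% serum, read in PBS. Timing: 1 h cell adhesion before compound, then overnight fibronectin incubation. Compound: single dose, pinned. Read-out basis: inhibition from reduced deposited-fibronectin fluorescence.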
# An asterisk follows results filed as active; ? = inconclusive; . = not tested or not shown; & = joins results of further samples; [ ] = dose if it differs, or a comment.
canonical_smiles,PGC1a acetyl inh,CFTR F508del cor,PglD inh,INS-1E GSIS act,C2C12 statin,Cneo AK release,miR-122 sensor,FN deposit inh
O=C(c1c(F)cccc1F)N1CCN(CCOc2ccccc2)CC1,-2,1.2,-2,-6,12,-1,3,1
O=C(Cn1cnc2c(nnn2Cc2ccc(F)cc2)c1=O)N1CCCc2ccccc21,-7,-0.6,11,-7,0,-1,0,.
O=S(=O)(c1cccc2nonc12)N1CCCCCC1,7,0.1,.,-8,.,.,.,-2
COc1ccc(N2CCN(S(=O)(=O)/C=C/c3ccccc3)CC2)cc1,-7,.,-2,30,3,7,1,0
O=C1Nc2ccccc2SC1c1ccccc1 (stereo not given),0,0.4,0,27,5,1,-2,-8
Cc1ccc(N2CC(C(=O)OCC(=O)C(C)(C)C)CC2=O)cc1C (stereo not given),.,.,0,.,.,4,6,0
COCC(=O)N1CCCCN2[C@H](C1)[C@H](c1ccc(-c3ccccc3)cc1)[C@@H]2CO,2,1.6,2,5,.,48,4[16.7 µM],.
C[C@H](O)C#Cc1ccc2c(c1)O[C@@H](CN(C)C(=O)CN(C)C)[C@@H](C)CN([C@H](C)CO)S2(=O)=O,-6,1.2,3,15,-1,-1,-6[16.7 µM],.
COc1ccc(CN=C2NN=C(c3ccccc3)CS2)cc1,7,4.7,.,-4,.,.,-10,8
CC(=O)NC(c1cccc([N+](=O)[O-])c1)c1c(OC(C)=O)ccc2ccccc12 (stereo not given),-4,.,0,4,.,-1,-1,.
O=C(C1COc2ccccc2O1)N1CCN(c2nc3c(F)cc(F)cc3s2)CC1 (stereo not given),-23,-0.2,3,10,8,2,.,4
N=c1sccn1CC(=O)Nc1cc(S(=O)(=O)N2CCCCC2)ccc1Cl,3,0.0,.,9,.,.,.,-4
CSc1ccc(CNCCN2CCOCC2)cc1,-2,1.6,-2,17,14,1,4,1
CC1CCC2(CC1)NC(CO)(CO)CO2 (stereo not given),7,.,2,.,7,-1,2,3
COC(=O)CN(c1ccc(Cl)cc1C)S(C)(=O)=O,-1,-1.9,5,2,7,-1,5,-7
COC(=O)c1sccc1NC(=O)C1C2C=CC(O2)C1C(=O)O (stereo not given),-5,.,4,.,-1,0,-5,3
CC(NC(=O)c1cccnc1)C(c1cccs1)N1CCN(C)CC1 (stereo not given),11,0.0,-3,.,-7,-5,0,3
COc1ccc(OC)c(NC(=O)CNC(=O)Cn2cnc3sc(C)cc3c2=O)c1,0,-2.3,-1,9,1,-2,-2,1
Cn1cc(C(=O)Nc2ccc(Cl)cc2)c(C(F)(F)F)n1,.,4.1,0,-6,-3,-2,30,-5
CC(C)C(c1nnnn1C1CCCCC1)N1CCOCC1 (stereo not given),.,.,3,.,.,2,1,2
Cc1nc(-n2nnc3ccccc32)c2c3c(sc2n1)CCCC3,-11,.,-6,.,2,3,0,.
COCCOC(=O)CSc1ncccc1-c1nc2cc(C)c(C)cc2[nH]1,-4,-0.4,3,16,-18,-6,-1,21
Cc1ccc(S(=O)(=O)N2CCN(S(=O)(=O)N3CCC(C)CC3)CC2)c(C)c1,.,-0.6,9,3,-1,-1,.,4
Cc1cc(NC(=O)CCN2C(=O)/C(=C\c3ccccc3)SC2=S)no1,7,1.3,-7,4,9,4,-7,-2
O=C(CSc1nnc(-c2cccnc2)n1Cc1ccco1)Nc1nc(-c2ccc(F)cc2)cs1,-3,.,-3,.,7,-1,-1,-12
Cc1ccc(NC(=O)c2cc(C(C)(C)C)nn2Cc2ccccc2)cc1,-3,4.8,.,-12,10,.,.,4
Cc1ccccc1NC(=O)Cn1nc(C)n2cccc2c1=O,0,-0.5,-2,3,-4,2,-3,-2
CCC(=O)Oc1ccc2c(c1)OC1(OC(C)=O)OC(C)CC1=C2C (stereo not given),7,2.8,-4,0,.,0,.,-7
COCC(=O)Nc1ccc2c(c1)C(=O)N(C)[C@H]1CC[C@@H](CC(=O)NCC(F)(F)F)O[C@H]1CO2,1,0.5,1,1,-17,-3,58[16.7 µM],-17
Clc1ccc(OCCCNCc2ccccc2)c(Br)c1,-1,.,-4,9,-4,4,-5,-2
CC(C)OC(=O)N(C)C[C@@H]1OCc2cnnn2CCCC(=O)N([C@H](C)CO)C[C@@H]1C,30&2&5,0.3&3.1&0.1,0,5,12&15&-4,0,-3,9&-11
COc1cccc(N2C(=O)C3ON(c4ccccc4)C(c4cccs4)C3C2=O)c1 (stereo not given),10,1.5,2,-2,-5,-1,-1,.
Cc1cccc(NC(=O)c2cccc(C(=O)Nc3cccc(C)c3C)n2)c1C,.,-2.8,-8,-2,0,-1,.,-1
O=C(N[C@@H](Cc1ccccc1)C(=O)CCl)OCc1ccccc1,-45,0.9,0,.,-1,0,4,5
Clc1ccc(-n2nnnc2Sc2ncnc3sccc23)cc1,-74,.,6,-7,-62,-5,-6,.
O=C(O)c1ccc(CN2CCOCC2)o1,-5,-3.7,3,10,-2,-1,-3,7
O=C(OCCc1cc2ccccc2c(=O)o1)c1ccc2c(c1)OCO2,.,-0.8,3,9,0,1,.,-1
CCCOc1ccc(F)cc1-c1cc(C(=O)Nc2ccc(OC)c(OC)c2)[nH]n1,-21,-0.1,-3,-14,4,0,-8,-23
Cc1ccc(S(=O)(=O)N(C)c2ccc(C(=O)Nc3cccnc3)cc2)cc1,-13,1.2,5,16,-6,2,5,.
O=C(CN1CCC(C(=O)O)CC1)Nc1ccccc1Oc1ccccc1,-8,-0.4,1,13,.,-1,1,-1

# Reformatted: results already given.
COC(=O)CN(c1ccc(Cl)cc1C)S(C)(=O)=O
  PGC1a acetyl inh: -1
  CFTR F508del cor: -1.9
  PglD inh: 5
  INS-1E GSIS act: 2
  C2C12 statin: 7
  Cneo AK release: -1
  miR-122 sensor: 5
  FN deposit inh: -7

COC(=O)c1sccc1NC(=O)C1C2C=CC(O2)C1C(=O)O (stereo not given)
  PGC1a acetyl inh: -5
  CFTR F508del cor: .
  PglD inh: 4
  INS-1E GSIS act: .
  C2C12 statin: -1
  Cneo AK release: 0
  miR-122 sensor: -5
  FN deposit inh: 3

# Following part.
canonical_smiles,PGC1a acetyl inh,CFTR F508del cor,PglD inh,INS-1E GSIS act,C2C12 statin,Cneo AK release,miR-122 sensor,FN deposit inh
COCCNc1c(-c2cc3ccc(C)c(C)c3[nH]c2=O)nc2ccccn12,4,1.8,.,2,.,.,.,6
COc1ccc(S(=O)(=O)n2[nH]c(=O)c(CCO)c2C)cc1,5,2.9,-1,9,6,2,-13,.
O=C(Nc1ccccc1Cl)NC1(C(=O)N2CCCC2)CCCCC1,-13,.,-2,.,13,-1,-1,.
CC(C)NC(=O)N(C)C[C@@H]1Oc2ccc(NC(=O)Nc3ccc4c(c3)OCO4)cc2CC(=O)N([C@@H](C)CO)C[C@H]1C,4,-1.4,-1,-2,-9,-3,-1[16.7 µM],-14
COCCNC(=O)C(c1ccc(F)cc1)N(Cc1ccco1)C(=O)CCC(=O)Nc1ccccn1 (stereo not given),.,0.0,2,-10,-5,6,.,0
CC(C)CC1Nc2ncnc(N3CCN(c4ccccc4)CC3)c2N(Cc2ccc(Br)cc2)C1=O (stereo not given),-14,3.5,1,-7,.,-1,0,-11
O=C(CN1CCN(Cc2ccccc2)CC1)N1CCCc2ccccc21,-3,-1.8,-1,-1,-3,0,9,-6
CN(C(=O)c1cccc(NC(=O)Cc2cccc(NC(=O)C3CCN(C(=O)C4CCCCC4)CC3)c2)c1)C1CCC1,.,1.6,6,3,8,3,.,10
C[C@@H]1CCCCO[C@@H](CN(C)Cc2ccc3c(c2)OCO3)[C@H](C)CN([C@H](C)CO)C(=O)c2cc(NC(=O)Nc3cccc4ccccc34)ccc2O1,-2,0.0,2,-23,-559,5,-25[16.7 µM],.
CCCNC(=O)c1cc(S(=O)(=O)N2CCc3ccccc32)cn1C,-11,-1.3,8,-21,22,0,-2,-2
O=C(C[C@H]1CC[C@@H]2[C@H](COC[C@@H](O)CN2Cc2ccc(F)cc2)O1)NCc1ccccc1Cl,1,-1.0,0,-15,19,2,-5[16.7 µM],1
NS(=O)(=O)c1ccc(CCNC(=O)COC(=O)Cc2ccc(Cl)cc2)cc1,0,.,4,.,8,1,-2,5
COc1ccc(N2CCN(C(=O)NC3CC(=O)N(c4ccc(OC)cc4)C3)CC2)cc1 (stereo not given),-7,-1.0,3,24,-9,0,-20,-1
CC(OC(=O)CCN=C1NS(=O)(=O)c2ccccc21)C(=O)Nc1ccc(F)c(F)c1F (stereo not given),.,-1.1,0,2,1,2,0,-5
CCCCn1c(SCC(N)=O)nc2sc3c(c2c1=O)CCC3,8,-1.0,-1,.,0,0,-10,16
Cc1cccc(C(=O)Nc2ccc(C(=O)N/N=C/c3ccc4c(c3)OCO4)cc2)c1,.,-1.4,13,20,9,-5,.,3
O=C(c1cnccn1)N1CC(=O)N2[C@H](CO)[C@H](c3ccc(C#CC4CCCC4)cc3)[C@H]2C1,-5,-3.5,.,3,.,.,.,-4
CC1=NN(c2ccccc2)C(=O)/C1=C/c1cccc(C)c1,7,2.2,1,-11,8,-2,1,-1
Cc1cc(C)n(CCNC(=O)[C@H]2O[C@@H](n3cnc4c(N)ncnc43)[C@H](O)[C@@H]2O)n1,5,-0.8,6,.,4,-3,3,12
Cc1noc(C)c1NC(=O)N(C)C[C@@H]1Oc2cc(C#CCC(C)C)ccc2S(=O)(=O)N([C@@H](C)CO)C[C@@H]1C,-1,3.3,1,-5,62,1,-8[16.7 µM],.
COc1ccc(C(=O)Nc2ccccc2)cc1NC(=O)c1cccs1,-1,-1.5,1,10,.,0,1,.
COCCNC(=O)c1onc(CSc2cc(C)cc(C)c2)c1C(=O)O,-1,0.1,1,-1,-2,-1,5,4
COc1ccc(/C=N/Nc2ccccc2C(=O)O)cc1,3,1.6,-16,-1,?,-4,5,8
O=C(CCc1nc2ccccc2c(=O)[nH]1)Nc1nnc(SCc2ccccc2F)s1,-2,2.7,4,-42,-4,-1,-6,8
Cc1csc(NC(=S)NC(=O)c2ccccc2)n1,19,0.0,0,6,17,5,-3,-3
COc1ccc(-c2nn(C)c3sc(C(=O)NCCN(C)C)cc23)cc1OC,6,3.4,2,6,11,2,-8,5
O=S(=O)(Nc1nc2ccccc2nc1OCC(F)(F)F)c1cccs1,3,-0.8,2,-12,3,-1,-5,3
NS(=O)(=O)c1ccc(CCNC(=O)CNC(=O)Cc2ccccc2)cc1,.,-5.2,0,3,3,9,.,2
O=C(C[C@H]1C=C[C@H](NC(=O)CN2CCOCC2)[C@H](CO)O1)NCCc1ccncc1,-4,3.5,.,-15,.,.,.,-8
CCOC(=O)c1sc(NC(=O)c2cc3n(n2)C(C(F)(F)F)CC(c2ccccc2)N3)c(C(=O)OCC)c1C (stereo not given),4,.,3,1,-3,-1,-5,.
CCCCSc1nnc2c(n1)OC=Nc1ccccc1-2,-2,1.1,.,3,12,.,4,0
